Pol eta inh: qHTS for Inhibitors of Polymerase Eta; DNA polymerase eta (Homo sapiens), Q9Y253; AID 588591, 2011; 1.2% of 390,000 active; Potency, µM (doses to about 114 µM), for the others: at the highest dose activity change, negative = inhibition, hits mostly inhibitors; recombinant Pol eta, fluorescent DNA replication assay; also: potency is read from the fitted curve at half-maximal effect; % is scaled to controls: 0 for no effect and ±100 for the full control effect
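Fluorescent replication assay: 50 nM final substrate added after a 15 min room-temperature compound preincubation with 10 nM enzyme. Signal taken at 0 min and again at 10 min.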
GLS inh: qHTS for Inhibitors of Glutaminase (GLS); GLS enzymatic activity, qHTS titration; 0.21% of 410,000 active; Glutaminase kidney isoform, mitochondrial (Homo sapiens), O94925; Potency, µM (titrated, usually from 45.5 µM), without a hit: at the top dose activity change, negative = inhibition, usual class: inhibitors; also: potency is read from the fitted curve at half-maximal effect; % is scaled to controls: 0 for no effect and ±100 for the full control effect
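Read-out is an Amplex red fluorescence increase coupled through glutamate oxidase and HRP, measured before and after 30 min room-temperature incubation. hKGA is in 45 mM KH2PO4 (pH 8.2) with 0.02% Tween-20; glutamine added as 1mM solution.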
HP1b chromo inh: HTS for Inhibitors of HP1-beta Chromodomain Interactions with Methylated Histone Tails; Chromobox protein homolog 1 (Homo sapiens), P83916; AlphaScreen HP1-beta / biotin-H3K9me3 peptide binding; Potency, µM (top dose mostly 114 µM), without a hit: at the top dose activity change, negative = inhibition, actives largely listed as inhibitors; 0.56% of 390,000 active; also: potency is read from the fitted curve at half-maximal effect; nearly all actives have a fitted effect of over 70% in size; inactives centre near 23
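Compound inhibition of the preformed complex between 50 nM HP1-beta and 50 nM biotinylated H3K9me3 peptide was read by AlphaScreen. Buffer was PBS pH 7.4 with 0.01% Tween-20. Incubations ran 30 min at room temperature, with 10 ug/mL donor/acceptor beads.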
Pin1 inhibitor: qHTS Assay to Find Inhibitors of Pin1. Pin1 FP peptide displacement, HiFluor488, 10 min. Potency, µM (series often up to 115 µM), for inactives: at the top dose activity, negative = inhibition, hits mostly inhibitors. 0.009% of 390,000 active; active = well fitted inhibition curve with a large enough effect in the polarisation, with a control signal flat, not every such curve was filed as active; inconclusive = small, poorly fitted or top-dose-only effect, or effect the other way, or a change in a side signal; inactive = no such curve, though single readings can be large or run the other way; the % refers to the polarisation; also: potency is read from the fitted curve at half-maximal effect; % is scaled to controls: 0 for no effect and ±100 for the full control effect
Target sequence (Q13526 whole entry, looked up): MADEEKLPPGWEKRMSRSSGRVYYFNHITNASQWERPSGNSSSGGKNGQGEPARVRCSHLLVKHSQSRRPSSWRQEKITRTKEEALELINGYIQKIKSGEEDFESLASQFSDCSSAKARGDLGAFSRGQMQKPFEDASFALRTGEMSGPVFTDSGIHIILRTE
BAZ2B inh: qHTS Assay for Inhibitors of BAZ2B. Bromodomain adjacent to zinc finger domain protein 2B (Homo sapiens), Q9UIF8. AlphaScreen BAZ2B-H3K14Ac peptide displacement. Potency, µM (titrated, usually from 114 µM), for inactives: top-dose activity change, negative = inhibition, hits mostly inhibitors. 4.4% of 360,000 active; also: potency is read from the fitted curve at half-maximal effect; % is scaled to controls: 0 for no effect and ±100 for the full control effect; nearly all actives have a fitted effect of over 60% in size
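Compounds, titrated to a top concentration of 110 uM, were incubated 30 min at room temperature with preformed BAZ2B/acetyl-K14 H3 peptide complex (50 nM each). Proximity signal was measured by AlphaScreen after 20 min with beads.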
PI4K2A block: qHTS for small molecular inhibitors of PI4K2A; Phosphatidylinositol 4-kinase type 2-alpha (Homo sapiens), Q9BTU6; purified PI4K2A, ADP-Glo luminescence, 1 h; stronger effect = lower value; activity change, negative = inhibition, % at 76.9 µM; 0.13% of 420,000 active; AID 1346378, 2018; in the data active = activity change below about -50%; inconclusive = mostly about -30% to -49%;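 also: -100% = wells without enzyme as full effect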
Target sequence (Q9BTU6 whole entry, looked up): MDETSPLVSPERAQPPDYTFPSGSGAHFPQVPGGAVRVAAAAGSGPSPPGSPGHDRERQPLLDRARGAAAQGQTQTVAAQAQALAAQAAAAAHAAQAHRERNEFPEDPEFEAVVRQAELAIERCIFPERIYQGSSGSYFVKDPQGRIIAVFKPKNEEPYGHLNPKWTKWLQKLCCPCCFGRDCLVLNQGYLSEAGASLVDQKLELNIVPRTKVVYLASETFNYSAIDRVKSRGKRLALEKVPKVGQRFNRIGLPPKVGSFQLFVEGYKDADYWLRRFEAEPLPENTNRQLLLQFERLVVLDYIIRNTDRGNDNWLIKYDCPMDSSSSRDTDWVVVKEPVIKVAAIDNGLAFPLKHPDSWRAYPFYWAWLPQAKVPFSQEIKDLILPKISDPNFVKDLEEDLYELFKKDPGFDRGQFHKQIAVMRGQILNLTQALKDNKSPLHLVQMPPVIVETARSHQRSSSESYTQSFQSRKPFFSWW
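In this quantitative HTS, ADP production by PI4K2A was quantified luminescently after 1 h at ambient temperature; 100 microM adenosine served as plate-quality control.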
G9a inh: qHTS Assay for Inhibitors of Histone Lysine Methyltransferase G9a. Potency, µM (highest dose often 102 µM), for inactives: at the top dose activity, negative = inhibition, usual class: inhibitors. G9a H3K9 monomethylation, AlphaScreen, 2 h. 8.8% of 350,000 active; also: potency is read from the fitted curve at half-maximal effect; % is scaled to controls: 0 for no effect and ±100 for the full control effect; nearly all actives have a fitted effect of over 75% in size
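Readings reflect AlphaScreen signal from monomethyl-H3K9 antibody detection. HMT at 20 nM; substrate b-H3K9 500 nM; cofactor SAM 20 uM; 2 h RT reaction; compounds tested as titrations in qHTS with 15 min preincubation.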
JMJD2A Tudor inh: qHTS Assay for Inhibitors of JMJD2A-Tudor Domain. AlphaScreen JMJD2A-Tudor / H3K4me3 peptide binding. Potency, µM (top dose mostly 114 µM), for inactives: at the highest dose activity change, negative = inhibition, most hits filed as inhibitors. 4.4% of 390,000 active. AID 504339, 2011; also: potency is read from the fitted curve at half-maximal effect; % is scaled to controls: 0 for no effect and ±100 for the full control effect; nearly all actives have a fitted effect of over 50% in size
PGK inhibitor: qHTS Assay to Find Inhibitors of Phosphoglycerate Kinase; Phosphoglycerate kinase, glycosomal (Trypanosoma brucei brucei), P07378; PGK/GAPDH coupled, Kinase-Glo luminescence, 60 min; Potency, µM (series often up to 57.5 µM), for the others: top-dose activity change, negative = inhibition, usual class: inhibitors; 0.043% of 380,000 active; AID 602233, 2012; also: potency is read from the fitted curve at half-maximal effect; % is scaled to controls: 0 for no effect and ±100 for the full control effect; nearly all actives have a fitted effect of over 60% in size
Target sequence (P07378 whole entry, looked up): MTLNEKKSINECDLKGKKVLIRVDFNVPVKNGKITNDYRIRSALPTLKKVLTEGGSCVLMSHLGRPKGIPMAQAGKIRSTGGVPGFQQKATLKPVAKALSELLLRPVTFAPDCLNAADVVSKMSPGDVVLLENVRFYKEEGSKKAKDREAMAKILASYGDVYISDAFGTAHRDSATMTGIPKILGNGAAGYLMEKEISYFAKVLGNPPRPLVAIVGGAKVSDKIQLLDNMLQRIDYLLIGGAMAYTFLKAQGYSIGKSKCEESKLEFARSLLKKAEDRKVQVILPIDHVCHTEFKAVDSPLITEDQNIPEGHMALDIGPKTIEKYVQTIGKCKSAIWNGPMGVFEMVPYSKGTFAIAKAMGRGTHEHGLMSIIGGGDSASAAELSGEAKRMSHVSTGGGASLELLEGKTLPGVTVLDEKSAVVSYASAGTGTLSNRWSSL
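Recombinant glycosomal PGK reaction used 1,3-bisphosphoglycerate generated in-well by GAPDH (100nM final) in 100mM TEA pH 7.6, 5mM MgCl2, 0.01% Tween-20. After 60 minutes at room temperature, ATP was read by Kinase-Glo Plus luminescence end-point.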
Numbers without * were called inactive; i = inactive; ? = inconclusive; / = not tested or not shown; [ ] = dose if it differs, or a comment. Unless noted, calls follow the shape of the dose curve; as a rule, active = well fitted curve in the direction sought with a large enough effect; inconclusive = small, poorly fitted or top-dose-only effect, or another doubt; inactive = no such curve, though single readings can be large; an effect the other way counts as inactive or inconclusive. This is a subset, so the mix of outcomes need not match the whole.

SMILES	Pol eta inh	GLS inh	HP1b chromo inh	Pin1 inhibitor	BAZ2B inh	PI4K2A block	G9a inh	JMJD2A Tudor inh	PGK inhibitor
CCOc1ncccc1C(=O)OCC(=O)N1c2ccccc2CC1C (stereo not given)	-6%	11%	50%[activator]	1%	-2%	1	19%[59 µM]	1%	-1%
O=C(c1cc2ccccn2n1)N1CCN(c2cccc(C(F)(F)F)c2)CC1	-16%	1%	1%	-2%	1%	-6	16%	-2%	i
CCCCn1c(-c2ccccc2)nnc1-c1ccccc1	-5%	1%	28%	2%	2%	-4	-33%[12.7 µM]	-1%	i
CCOC(=O)C1(Cc2cccc(OC)c2)CCN(Cc2cccc(OCC)c2O)CC1	-25%	-2%	12%	4%	-38%	0	?	-24%	-4%
COc1ccc(OC)c(-c2noc(N3CCN(c4cccc(C(F)(F)F)c4)CC3)n2)c1	-21%	-13%	23%	-3%	1%	-2	5%[59 µM]	-5%	-4%
CCC(C)(C)n1nnnc1C(c1cc2cc3c(cc2[nH]c1=O)OCO3)N1CCN(C)CC1 (stereo not given)	-15%	1%	25%	-6%	10%	-9	1%	4%	-4%
CCCCCCCCCCCCN1[C@@H](CC(=O)O)c2cc(F)ccc2S1(=O)=O	-14%	10%	19%	?	/	0	/	-26%	-6%
COc1ccc(S(=O)(=O)N2CCOCC2)cc1NC(=O)COc1ccccc1	-27%	1%	20%	4%	3%	-2	13µM*	-15%	5%
CCCS(=O)(=O)NCCc1csc(-c2ccc(OC)c(OC)c2)n1	-2%	-13%	34%	6%	-8%	-10	13%	-8%	5%
Cc1ccc2cc(C#N)c(NCCNC(=O)C3CCC3)nc2c1C	-11%	4%	46%[activator]	-4%	-1%	5	17%	-8%	-4%
O=c1c2oc3ccccc3c2ncn1Cc1ccc(Br)cc1	1%	-7%	15%	1%	-20%	-3	-35%[59 µM]	-5%	-1%
COc1ccccc1CN1CC(C(=O)N(C)CCc2ccccn2)CCC1=O (stereo not given)	-16%	-6%	/	/	/	3	/	/	-5%
CC(=NNC(=O)CSCC(=O)NN=C(C)c1ccccc1)c1ccccc1	-16%	1%	35%[57 µM]	-1%	/	2	/	-6%	i
COCc1cc(CN2CCN(CCCc3ccccc3)C(CCO)C2)ccc1OC (stereo not given)	-14%	-1%	60%[activator]	0%	0%	2	14%	?	-5%
CSc1nc2ccc(Br)cc2[nH]1	-24%	-15%	46%[activator]	0%	-1%	-1	?	2%	-9%
Cc1ccc2c(c1)sc[n+]2Cc1ccccc1	-10%	25%	21%	6%	71µM*	-1	?	28µM*	-1%
COC(=O)c1c(C(=O)OC)c2n(c1C)CCS2	-17%	-1%	13%	1%	-5%	-5	/	3%	4%
Oc1ccc(/C=N/N2CCCCC2)c(O)c1	-10%	6.3µM*	-11%	3%	?	1	7%[2.33 µM]	-30%	5%
COC(=O)c1ccc(/C=C/C(=O)OCC(=O)c2ccc[nH]2)cc1	-7%	1%	19%	12%	/	-7	/	-3%	9%
Cc1nn2c(NCCOCCO)c3c(nc2c1-c1ccccc1)CCC3	-6%	-1%	14%	-1%	13%	0	-3%	-9%	-9%
COC(=O)C(CCSC)NC(=O)/C=C/c1ccc(OC)cc1 (stereo not given)	-8%	2%	31%[activator]	-4%	-13%	2	-3%	16%	0%
O=C1Nc2ccccc2/C1=C/c1ccccc1Cl	-18%	83%[activator]	-2%	0%	-30%	-10	5%	-23%	-11%
C[C@@H]1[C@H](O)C[C@@]23COC(=O)C2=CCCC3[C@@]1(C)CCC1COC(=O)C1 (stereo not given in full)	-15%	8%	27%	-2%	8%	3	0%[12.7 µM]	-15%	-10%
CCOc1ncccc1C(=O)OCC(=O)Nc1ncc(C(F)(F)F)cc1Cl	-10%	0%	23%	-1%	-11%	-1	?	-8%	-4%
COC(=O)c1ccccc1NC(=O)Nc1cccc(C)n1	-16%	-2%	27%	3%	-1%	2	22%	-2%	-11%
Cc1ccc(C)c(OCC(=O)O/N=C(\N)c2ccccn2)c1	-12%	-3%	51%	-4%	-2%	8	-12%[59 µM]	-8%	i
C=CCn1c(SCc2nc(N)nc(N3CCCCC3)n2)nnc1-c1ccco1	13%	2%	3%	-3%	-4%	2	?	-10%	-8%
CCC(=O)N(C)CCc1cc2c(c(OC)c1/C=N/NC(=O)c1ccccc1O)OCO2	-25%	3%	42%[activator]	4%	-3%	-3	?	-12%	8%
CCOc1ccccc1Nc1ccc2cc(S(=O)(=O)N3CCCCC3)ccc2n1	-14%	1%	107%[activator]	13%	34%[activator]	-6	?	49%[activator]	-8%
O=C1CC(N2CCC(C(=O)N3CCCCC3)CC2)C(=O)N1 (stereo not given)	5%	-3%	23%	0%	-1%	1	7%[12.7 µM]	-10%	-1%
COc1ccc(-c2cc3ccccc3s2)cc1[C@H]1[C@H]2C=CC[C@@H](C)[C@@H]2C(=O)N1Cc1ccccc1	-13%	-5%	32%	22%	-1%	-1	-8%[59 µM]	-12%	-3%
COc1ccccc1-c1cc(-c2ccccc2)nc(SC(C(N)=O)c2ccccc2)c1C#N (stereo not given)	-5%	0%	38%[activator]	13%	79µM*	3	-29%[59 µM]	-13%	i
CC(C)COc1ccc(C(=O)Nc2cc(-c3ccccc3)no2)cc1	-7%	-13%	28%	-4%	-10%	0	2%[59 µM]	-2%	i
COc1ccccc1N1CCN(CC(=O)N(CC(C)C)c2c(N)n(CC(C)C)c(=O)[nH]c2=O)CC1	-8%	0%	8%	0%	-3%	2	-4%	-5%	13%
COc1ccc(OC[C@@H](O)CNC(=O)c2cccc3c2C(=O)c2ccc(-c4ccc(F)cc4OCc4ccccc4)cc2S3(=O)=O)cc1	-5%	4%	-6%	-10%	/	-1	/	?	-1%
Cc1ccc(Cl)cc1Nc1nn2c(=O)c3ccc(C(=O)Nc4ccc(F)cc4)cc3nc2s1	14%	-1%	-15%	6%	-33%	-3	-14%[59 µM]	-26%	-2%
CC(C)N1CCc2c(sc(NC(=O)c3ccco3)c2C(N)=O)C1	-7%	3%	26%	?	-4%	-23	/	-12%	-1%
O=C(N/N=C/c1cc(Cl)ccc1O)C(=O)Nc1ccccc1OC(F)(F)C(F)F	-8%	-4%	39%[activator]	-29%	-8%	6	18%[59 µM]	?	i
Cc1ccc(S(=O)(=O)N2CCN(S(C)(=O)=O)C2C)cc1 (stereo not given)	-5%	1%	12%	-8%	-4%	0	7%[59 µM]	-1%	-10%
CCCOc1ccc(N2C(=O)CC(NCc3cccnc3)C2=O)cc1 (stereo not given)	6%	2%	6%	-8%	1%	1	/	-17%	5%
Cc1ccc(NCC(=O)Nc2ccc(Br)cc2)cc1F	-16%	6%	13%	-1%	7%	7	-2%	-18%	-3%
Cc1ccc(OCC(=O)Nc2ccc(O)c(C(=O)O)c2)cc1C	5%	50%[activator]	9%	5%	5%	-1	35µM*	-17%	2%
CC1CN(C2=CC(=O)CCC2)CC(C)O1 (stereo not given)	-19%	-1%	37%[activator]	-8%	-15%	3	-2%	-10%	-12%
CCC(C)C(NC(=O)C1CCC(C)CC1)C(=O)Nc1ccc(OC)cc1 (stereo not given)	-14%	-6%	-14%	3%	-10%	-3	33%[59 µM]	-36%[57.1 µM]	4%
Cc1ccc(C)c(N2CCN(C(=O)CN3C(=O)CSc4c3c(C)nn4-c3ccccc3)CC2)c1	-22%	-1%	18%	-5%	-15%	-1	4%[59 µM]	-8%	6%
Cc1ccc(NC(=O)c2c(C)nc(Nc3nc4ccccc4o3)nc2C)cc1	-5%	-1%	25%	-3%	7%	6	-27%	-2%	-8%
COc1ccc(C2CC3(CC(C)(C)NC(SC)=N3)Oc3cc(O)cc(C)c32)cc1 (stereo not given)	-18%	13%	19%	7%	36%[activator]	-1	?	79µM*	-9%
CC(Oc1ccc(Cl)cc1Cl)C(=O)Nc1ccc(O)cc1 (stereo not given)	-7%	-17%	23%	-9%	50µM*	1	25µM*	-5%[11.4 µM]	i
CCOC(=O)c1sc2nc(SCC(=O)NCc3ccco3)n(Cc3ccccc3)c(=O)c2c1C	-10%	-1%	21%	-7%	13%	1	-1%[59 µM]	-30%	-7%
Cn1nccc1C(=O)Nc1cc(Cl)ccc1Cl	-2%	-2%	41%[activator]	10%	/	5	/	-12%	i
COc1ccc(C2CC(C(C)(C)C)=NN2c2ccc(S(N)(=O)=O)cc2)cc1 (stereo not given)	-24%	22%	-3%	1%	/	-1	/	?	1%
COCCN1C=C(C(=O)OC)C(c2cc3c(cc2Br)OCO3)C(C(=O)OC)=C1	-15%	0%	40%[activator]	-11%	10%	7	-28%[12.7 µM]	10%	i

Just BAZ2B inh, PGK inhibitor and PI4K2A block, for 2 of the compounds above:
| structure | BAZ2B inh | PGK inhibitor | PI4K2A block |
| --- | --- | --- | --- |
| Cc1ccc2cc(C#N)c(NCCNC(=O)C3CCC3)nc2c1C | -1% | -4% | 5 |
| COC(=O)c1c(C(=O)OC)c2n(c1C)CCS2 | -5% | 4% | -5 |

Assay outcomes as filed in PubChem BioAssay.
